Assay outcomes as filed in PubChem.
APEX1 inh = APE1 (human) endonuclease inhibition; P27695; recombinant APE1, TAMRA/BHQ-2 abasic DNA cleavage fluorescence; Potency, µM (series often up to 65.8 µM), without a hit: at the top dose activity change, negative = inhibition, usual class: inhibitors; 0.35% of 350,000 active; AID 2517;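 further: potency means the concentration at half of the fitted maximal effect; plate controls were vehicle for no effect and reference inhibitor for full effect; nearly all actives have a fitted effect of over 55% in size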
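APE1 at 0.75 nM final was preincubated with compound 15 min at room temperature, then 50 nM double-stranded THF abasic-site substrate (5'-TAMRA/3'-BHQ-2) was added. Fluorescence (ex 525/em 598 nm) was read kinetically; third-minus-first read gave activity.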
GRP78 ERSR act = ER stress response induction in glioma. U87-MG GRP78 promoter luciferase reporter, 16 h. Potency, µM, inactives show top-dose activation, usual class: activators. 0.02% of 420,000 active. AID 602332; further: potency means the concentration at half of the fitted maximal effect; series mostly up to about 76 µM; % of control where 0% means no effect; nearly all actives have a fitted effect of over 35% in size
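Stably transfected U87-MG glioma cells carrying a GRP78-based luciferase sensor; 16 h compound incubation. Luminescence end-point read 10 min after Bright-Glo addition at room temperature.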
BLM helicase inh = inhibitors of human Bloom syndrome helicase BLM; AID 2528; Potency, µM (series often up to 56.1 µM), for the others: at the highest dose activity change, negative = inhibition, usual class: inhibitors; recombinant BLM DNA unwinding, fluorescence dequenching; 0.2% of 350,000 active; P54132;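 further: potency means the concentration at half of the fitted maximal effect; plate controls were vehicle for no effect and no enzyme for full effect; nearly all actives have a fitted effect of over 35% in size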
Target sequence (P54132 whole entry, looked up): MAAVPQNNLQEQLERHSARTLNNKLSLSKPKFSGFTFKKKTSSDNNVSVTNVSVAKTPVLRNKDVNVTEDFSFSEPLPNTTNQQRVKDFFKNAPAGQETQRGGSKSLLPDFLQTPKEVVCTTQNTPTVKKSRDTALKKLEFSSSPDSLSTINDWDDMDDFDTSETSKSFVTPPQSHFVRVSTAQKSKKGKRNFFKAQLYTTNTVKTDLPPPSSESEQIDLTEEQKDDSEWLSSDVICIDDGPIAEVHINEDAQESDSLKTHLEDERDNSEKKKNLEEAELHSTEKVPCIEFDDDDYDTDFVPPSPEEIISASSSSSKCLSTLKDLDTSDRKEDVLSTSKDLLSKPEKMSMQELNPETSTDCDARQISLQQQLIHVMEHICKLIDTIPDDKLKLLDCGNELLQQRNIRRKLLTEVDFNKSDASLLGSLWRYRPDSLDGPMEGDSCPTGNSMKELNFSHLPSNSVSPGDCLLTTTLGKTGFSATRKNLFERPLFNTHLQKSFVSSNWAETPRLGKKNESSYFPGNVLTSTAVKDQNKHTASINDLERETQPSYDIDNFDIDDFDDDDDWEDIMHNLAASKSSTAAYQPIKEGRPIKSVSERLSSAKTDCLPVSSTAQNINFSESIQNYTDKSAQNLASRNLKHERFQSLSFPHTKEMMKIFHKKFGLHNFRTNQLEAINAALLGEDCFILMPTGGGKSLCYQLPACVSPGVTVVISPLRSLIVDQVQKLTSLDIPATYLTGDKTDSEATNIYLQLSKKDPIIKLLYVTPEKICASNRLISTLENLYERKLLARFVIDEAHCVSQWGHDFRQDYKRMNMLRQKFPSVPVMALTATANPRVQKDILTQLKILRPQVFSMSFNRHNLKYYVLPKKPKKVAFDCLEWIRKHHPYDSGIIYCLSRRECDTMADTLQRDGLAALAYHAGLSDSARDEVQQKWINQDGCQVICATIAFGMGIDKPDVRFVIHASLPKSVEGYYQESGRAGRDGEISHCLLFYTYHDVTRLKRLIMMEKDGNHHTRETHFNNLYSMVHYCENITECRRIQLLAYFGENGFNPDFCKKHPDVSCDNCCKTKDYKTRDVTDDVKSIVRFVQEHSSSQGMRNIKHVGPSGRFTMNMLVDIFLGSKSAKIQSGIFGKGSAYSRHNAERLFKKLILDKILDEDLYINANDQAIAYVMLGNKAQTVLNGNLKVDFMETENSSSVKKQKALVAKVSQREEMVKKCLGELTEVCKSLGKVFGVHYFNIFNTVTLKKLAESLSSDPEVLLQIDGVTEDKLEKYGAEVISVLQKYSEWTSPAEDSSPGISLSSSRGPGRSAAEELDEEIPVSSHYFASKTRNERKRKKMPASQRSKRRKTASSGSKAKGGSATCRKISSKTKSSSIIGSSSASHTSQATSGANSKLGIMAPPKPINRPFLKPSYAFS
POLB inh = blocks human DNA polymerase beta activity; P06746; Pol beta primer extension/strand displacement, fluorescence kinetic; Potency, µM (doses to about 114 µM), for the others: at the highest dose activity change, negative = inhibition, most hits filed as inhibitors; 1.3% of 340,000 active; AID 485314; further: potency means the concentration at half of the fitted maximal effect; on the % scale 0 is the no-effect control and ±100 the full control effect
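Human Pol beta at 10 nM; strand-displacement substrate 50 nM final. Compound exposure 15 min at room temperature before start, reaction 10 min at room temperature.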
POLI inh = blocks human DNA polymerase iota activity; Q9UNA4; 1% of 390,000 active; Potency, µM (top dose mostly 115 µM), without a hit: at the highest dose activity, negative = inhibition, usual class: inhibitors; AID 588590; Pol iota fluorescent replication assay, 10 min; further: potency means the concentration at half of the fitted maximal effect
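Fluorescent replication assay read twice, at 0 min and 10 min after adding 50 nM (final) substrate. Enzyme (10 nM) and compounds were first incubated 15 min at room temperature; enzyme-free buffer wells were negative controls.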
POLH inh = DNA polymerase eta (human) inhibition; recombinant Pol eta, fluorescent DNA replication assay; AID 588591; Potency, µM (highest dose often 114 µM), without a hit: at the highest dose activity change, negative = inhibition, hits mostly inhibitors; 1.2% of 390,000 active; Q9Y253; further: potency means the concentration at half of the fitted maximal effect; on the % scale 0 is the no-effect control and ±100 the full control effect
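Pol eta at 10 nM preincubated with compounds 15 min at room temperature; reaction started with fluorescent substrate (50 nM final) and read kinetically at 0 and 10 min.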
LDHA inh = inhibitors of human lactate dehydrogenase A. purified LDHA, NADH/diaphorase-resazurin fluorescence; stronger effect = lower value. activity change, % (values are at about 110 or 230 µM). 0.15% of 480,000 active. AID 1347041; in the data active means activity change below about -30%; inconclusive means mostly about -25% to -30%;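 further: plate controls were DMSO wells for no effect and wells without enzyme for full effect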
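Enzyme activity of human lactate dehydrogenase 5 (2 nM; 0.06 mM NADH, 0.2 mM pyruvate, 5 min, RT) is measured via a resazurin/diaphorase fluorescence readout of residual NADH.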
Apoferritin bind = candidate novel general anesthetic via apoferritin binding; apoferritin/1-aminoanthracene competitive binding, fluorescence; Potency, µM (series often up to 77.5 µM), without a hit: at the top dose activity change, negative = displacement, most hits filed as inhibitors; 0.074% of 350,000 active; AID 485281; further: potency means the concentration at half of the fitted maximal effect; on the % scale 0 is the no-effect control and ±100 the full control effect; nearly all actives have a fitted effect of over 20% in size
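10 uM apoferritin + 50% sat. 1-AMA, PBS; cpd 10 min RT; Ex380/Em535 endpoint; normalized to free probe vs complex; 4-param Hill fit; propofol titration as pos. ctrl.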
POLK inh = inhibitors of human DNA polymerase kappa | Q9UBT6 | 0.53% of 400,000 active | Potency, µM (doses to about 107 µM), for the others: top-dose activity, negative = inhibition, most hits filed as inhibitors | purified Pol kappa, fluorescent DNA synthesis assay, 10 min; further: potency means the concentration at half of the fitted maximal effect; on the % scale 0 is the no-effect control and ±100 the full control effect
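10 nM Pol kappa was preincubated with compounds for 15 min at room temperature. Reaction started with 50 nM (final) substrate. Fluorescence read kinetically at 0 and 10 min.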
Starred values were filed as active, the others as inactive; & = joins results of further samples; [ ] = dose if it differs, or a comment. Unless noted, the call rests on the fitted dose curve; in most records, active means well fitted curve in the direction sought with a large enough effect; inconclusive means small, poorly fitted or top-dose-only effect, or another doubt; inactive means no such curve, though single readings can be large; an effect the other way counts as inactive or inconclusive. A portion of the library; the hit share may differ from the screen's.

Results for CC(OC(=O)C1CCN(S(=O)(=O)c2ccccc2)CC1)C(=O)Nc1ncc(Cl)cc1Cl (stereo unspecified) ?
APEX1 inh: 2%; GRP78 ERSR act: -8%; BLM helicase inh: -5%; POLB inh: 2%; POLI inh: -10%; POLH inh: -10%; LDHA inh: -1; Apoferritin bind: -21%; POLK inh: -13%

What do the screens show for `CCCCOC(=O)c1[nH]c2c(c1C)C(=O)CC(c1cc(OC)c(OC)c(OC)c1)C2` (stereo unspecified)?
APEX1 inh: -8%; GRP78 ERSR act: -5%; BLM helicase inh: -3%; POLB inh: inconclusive; POLI inh: 31%[activator]; POLH inh: inconclusive; LDHA inh: -2; Apoferritin bind: -15%; POLK inh: 11%

How did COc1ccc(N2CCN(S(=O)(=O)c3ccc(-n4cnnn4)c(C)c3)CC2)cc1 do in these assays?
APEX1 inh: inconclusive; GRP78 ERSR act: -3%; BLM helicase inh: -16%; POLB inh: 28µM*; POLI inh: inconclusive; POLH inh: 32µM*; LDHA inh: -6; Apoferritin bind: 6%; POLK inh: inconclusive

How did COc1ccc(NC(=O)C2CCCN(C(=O)c3cnn(-c4ccc(F)cc4)c3-n3cccc3)C2)cc1 (stereo unspecified) do in these assays?
GRP78 ERSR act: -3%; BLM helicase inh: -5%; POLB inh: 3%; POLI inh: 24%; POLH inh: -17%; LDHA inh: -4; Apoferritin bind: -15%; POLK inh: -1%

How did CCOC(=O)c1oc2cc(O)cc(C)c2c(=O)c1-c1cscn1 do in these assays?
APEX1 inh: -4%; GRP78 ERSR act: 2%; BLM helicase inh: 1%; POLB inh: inconclusive; POLI inh: 10%; POLH inh: -16%; LDHA inh: -7; Apoferritin bind: -2%; POLK inh: -5%

How did CCOC(=O)Cc1csc(NC(=O)CCNS(=O)(=O)c2ccc3c(c2)CCC(=O)N3)n1 do in these assays?
APEX1 inh: -4%; GRP78 ERSR act: -4%; BLM helicase inh: 1%; POLB inh: 6%; POLI inh: 17%; POLH inh: -10%; LDHA inh: -1; Apoferritin bind: -7%; POLK inh: -1%

Results for C/C=C(\C)C(=O)NCCN1C2=NC[C@@H](C)N2C[C@H]1Cc1ccc(O)cc1 ?
APEX1 inh: 0%; GRP78 ERSR act: -2%; BLM helicase inh: -1%; POLB inh: 26%; POLI inh: inconclusive; POLH inh: 2%; LDHA inh: 3; Apoferritin bind: -2%; POLK inh: -24%

What do the screens show for `N#CNC1=NCN(Cc2ccccc2)CN1`?
APEX1 inh: -1%; GRP78 ERSR act: -5%; BLM helicase inh: 2%; POLB inh: -3%; POLI inh: inconclusive; POLH inh: 0%; LDHA inh: -8; Apoferritin bind: -8%; POLK inh: 1%

Results for O=C(CSc1nc(-c2cccs2)cc(C(F)(F)F)n1)NCc1ccccc1 ?
APEX1 inh: -2%; GRP78 ERSR act: 0%; BLM helicase inh: -2%; POLB inh: 30%; POLI inh: 1%; POLH inh: -1%; LDHA inh: -7; Apoferritin bind: inconclusive; POLK inh: -18%

What do the screens show for `Cc1ccc([N+](=O)[O-])cc1S(=O)(=O)NCCc1c(C)[nH]c2ccccc12`?
APEX1 inh: -7%; GRP78 ERSR act: -3%; BLM helicase inh: -3%; POLB inh: 10%; POLI inh: -3%; POLH inh: -19%; LDHA inh: 2; Apoferritin bind: -9%; POLK inh: -5%

What do the screens show for `Cc1ccc(-c2c(C(=O)N3CCN(c4cc(Cl)ccc4C)CC3)oc(=O)c3ccccc23)cc1`?
GRP78 ERSR act: -3%; BLM helicase inh: -3%; POLB inh: 4%; POLI inh: 19%; POLH inh: -15%; LDHA inh: -10; Apoferritin bind: -4%; POLK inh: -31%

What do the screens show for `Cc1ccc(/C=N/N=C/c2ccc(C)s2)s1`?
APEX1 inh: -2%; GRP78 ERSR act: -3%; BLM helicase inh: -2%; POLB inh: 0%; POLI inh: 2%; POLH inh: -7%; LDHA inh: -6; Apoferritin bind: -11%; POLK inh: -5%

What do the screens show for `CC1CN(C(=O)CCC(=O)NCc2ccccc2Cl)c2ccccc2S1` (stereo unspecified)?
APEX1 inh: 30%; GRP78 ERSR act: 1%; BLM helicase inh: -2%; POLB inh: 20%; POLI inh: 3%; POLH inh: -13%; LDHA inh: -7; Apoferritin bind: -19%; POLK inh: -29%

Results for COc1ccc2c(c1OC)C(=O)OC2Nc1nc(-c2cc3cc([N+](=O)[O-])ccc3oc2=O)cs1 (stereo unspecified) ?
APEX1 inh: 19%; GRP78 ERSR act: -3%; BLM helicase inh: -8%; POLB inh: inconclusive; POLI inh: inconclusive; POLH inh: inconclusive; LDHA inh: 3; Apoferritin bind: 58%[activator]; POLK inh: 1%

What do the screens show for `CCCCCc1c(C)nc(SCC(=O)O)[nH]c1=O`?
APEX1 inh: 9%; GRP78 ERSR act: -2%; BLM helicase inh: -7%; POLB inh: 0%; POLI inh: 13%; POLH inh: -2%; LDHA inh: 1; Apoferritin bind: 9%; POLK inh: -6%

The closing 2 compounds of the section above lead into the next:
Results for COc1ccc2c(c1OC)C(=O)OC2Nc1nc(-c2cc3cc([N+](=O)[O-])ccc3oc2=O)cs1 (stereo unspecified) ?
APEX1 inh: 19%; GRP78 ERSR act: -3%; BLM helicase inh: -8%; POLB inh: inconclusive; POLI inh: inconclusive; POLH inh: inconclusive; LDHA inh: 3; Apoferritin bind: 58%[activator]; POLK inh: 1%

What do the screens show for `CCCCCc1c(C)nc(SCC(=O)O)[nH]c1=O`?
APEX1 inh: 9%; GRP78 ERSR act: -2%; BLM helicase inh: -7%; POLB inh: 0%; POLI inh: 13%; POLH inh: -2%; LDHA inh: 1; Apoferritin bind: 9%; POLK inh: -6%

Results for COc1ccc2cc(CCNC(=O)CC(C)(C)C)c(=O)[nH]c2c1 ?
APEX1 inh: -4%; GRP78 ERSR act: 2%; BLM helicase inh: -7%; POLB inh: 28%; POLI inh: 53%[activator]; POLH inh: -11%; LDHA inh: -8; Apoferritin bind: -7%; POLK inh: -3%[60.1 µM]

How did CC1CCN(CCCNC(=O)CN2C(=O)CSc3ccc(S(=O)(=O)N4CCCCC4)cc32)CC1 do in these assays?
APEX1 inh: 35%; GRP78 ERSR act: 15%&-3%; BLM helicase inh: 0%&3%; POLB inh: -1%&22%; POLI inh: 12%&1%; POLH inh: 1%&-12%; LDHA inh: -6&0; Apoferritin bind: -10%&6%; POLK inh: 3%

What do the screens show for `COc1ccc(C2(C)NC(=O)N(CC(=O)c3cc(C)n(C4CC4)c3C)C2=O)cc1OC` (stereo unspecified)?
APEX1 inh: 4%; GRP78 ERSR act: -2%; POLI inh: 6%; POLH inh: -18%; LDHA inh: -10; POLK inh: -3%

Results for CC(=O)Nc1sc(-c2ccc(Cl)cc2)nc1-c1ccccc1 ?
APEX1 inh: -2%; GRP78 ERSR act: -7%; BLM helicase inh: -1%; POLB inh: 21%; POLI inh: 16%; POLH inh: 4%; LDHA inh: -3; Apoferritin bind: -2%; POLK inh: -18%

How did O=C(NC1CCCCC1)C(c1ccccc1F)N(C(=O)c1csnn1)C1CCCC1 (stereo unspecified) do in these assays?
APEX1 inh: 41%; GRP78 ERSR act: -1%; BLM helicase inh: -1%; POLB inh: 4%; POLI inh: 35%[activator]; POLH inh: -8%; LDHA inh: -5; Apoferritin bind: -14%; POLK inh: 3%

What do the screens show for `CCOC(=O)c1cc(NC(=O)Nc2nccs2)c(C)nc1C`?
APEX1 inh: -7%; GRP78 ERSR act: -4%; BLM helicase inh: -2%; POLB inh: -9%; POLI inh: 21%; POLH inh: -18%; LDHA inh: -8; Apoferritin bind: -12%; POLK inh: -12%

How did O=C(Nc1ccc(F)cc1F)c1cc(Cl)sc1Cl do in these assays?
APEX1 inh: -4%; GRP78 ERSR act: 13%; BLM helicase inh: -1%; POLB inh: -3%; POLI inh: 133%[activator]; POLH inh: -2%; LDHA inh: -13; Apoferritin bind: 0%; POLK inh: 2%

Results for CCOC(=O)c1ccccc1NC(=O)COC(=O)Cc1ccccc1F ?
APEX1 inh: -13%; GRP78 ERSR act: -2%; POLI inh: 13%; POLH inh: -18%; LDHA inh: 0; POLK inh: -13%

How did CCCC(=O)NC(=S)Nc1ccccc1F do in these assays?
APEX1 inh: -6%; GRP78 ERSR act: -1%; BLM helicase inh: -3%; POLB inh: -1%; POLI inh: 15%; POLH inh: -3%; LDHA inh: -2; Apoferritin bind: inconclusive; POLK inh: -10%

What do the screens show for `CCN(CC)C(=O)CC(c1ccc2c(c1)OCO2)c1c(OC)cc(OC)c2c(-c3ccccc3)cc(=O)oc12` (stereo unspecified)?
APEX1 inh: -7%&0%; GRP78 ERSR act: -2%&-1%; BLM helicase inh: -11%&-10%; POLB inh: 1%; POLI inh: -21%&4%; POLH inh: -27%; LDHA inh: -1; Apoferritin bind: -2%&5%; POLK inh: -24%&-11%

What do the screens show for `Cc1ccc(S(=O)(=O)NNC(=O)Nc2cccc3ccccc23)cc1`?
APEX1 inh: 6%; GRP78 ERSR act: 0%; BLM helicase inh: 0%; POLB inh: 0%; POLI inh: 11%; POLH inh: -11%; LDHA inh: 7; Apoferritin bind: 17%; POLK inh: 3%

How did COc1ccc(-n2c(=O)n(Cc3ccccc3)c(=O)c3[nH]cnc32)cc1 do in these assays?
APEX1 inh: 20%; GRP78 ERSR act: -3%; BLM helicase inh: -1%; POLB inh: -1%; POLI inh: -4%; POLH inh: -2%; LDHA inh: -2; Apoferritin bind: 3%; POLK inh: -12%

Results for COc1ccc(COCC(O)CN2CCC(CN3C(=O)c4cccc5cccc(c45)C3=O)CC2)cc1OC (stereo unspecified) ?
APEX1 inh: -6%; GRP78 ERSR act: -4%; BLM helicase inh: 127%[activator]; POLB inh: 3%; POLI inh: 9%; POLH inh: -26%; LDHA inh: 2; Apoferritin bind: -5%; POLK inh: 5%

Results for Clc1ccccc1Cn1nnc(-c2ccccc2)n1 ?
APEX1 inh: 3%; GRP78 ERSR act: 4%; BLM helicase inh: -4%; POLB inh: 10%; POLI inh: 51%[activator]; POLH inh: -6%; LDHA inh: -7; Apoferritin bind: -21%; POLK inh: -2%
